# Screening data from PubChem BioAssay.
# mcGAS MS inh – inhibitors of Mus musculus cyclic GMP-AMP synthase, initial high-throughput assay, cell-free, RapidFire MS. recombinant mouse cGAS, cGAMP by RapidFire MS. 130,000 tested, 0.18% active. inhibition, % at 12.5 µM;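 active = inhibition of cGAS enzyme activity at or above 60%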;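 note: enzyme stimulated by 45 bp dsDNA with ATP and GTP substrates; cGAMP share of summed cGAMP plus half ATP and half GTP signals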
# Target sequence (Q8C6L5 whole entry, looked up): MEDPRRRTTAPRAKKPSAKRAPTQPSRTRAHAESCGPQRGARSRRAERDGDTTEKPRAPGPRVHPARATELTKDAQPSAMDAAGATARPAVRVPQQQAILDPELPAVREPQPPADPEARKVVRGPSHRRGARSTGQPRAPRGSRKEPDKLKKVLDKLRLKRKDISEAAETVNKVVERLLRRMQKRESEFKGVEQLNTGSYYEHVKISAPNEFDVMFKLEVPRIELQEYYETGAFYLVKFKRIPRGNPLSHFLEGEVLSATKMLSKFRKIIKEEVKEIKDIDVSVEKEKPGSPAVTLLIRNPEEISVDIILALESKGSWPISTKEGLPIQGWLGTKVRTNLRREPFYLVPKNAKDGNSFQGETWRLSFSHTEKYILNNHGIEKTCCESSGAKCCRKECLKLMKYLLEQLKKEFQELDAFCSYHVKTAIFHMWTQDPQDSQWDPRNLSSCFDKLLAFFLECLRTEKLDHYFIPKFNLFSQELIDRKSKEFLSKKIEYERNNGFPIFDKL
# * marks the source's active call; other numbers are inactive results; & = joins results of further samples.
No.	Molecule	mcGAS MS inh
1	CCN(CC1CN(Cc2ccn(C)c(=O)c2)CCO1)c1cccnn1 (stereo unspecified)	-5
2	Cn1nc(CNC(=O)C2CCCN(C(N)=O)C2)c2c(Cl)cccc21 (stereo unspecified)	-15&12
3	CN(C(=O)Cn1cnc2c(nnn2C)c1=O)c1ccccc1	-5
4	CC(C)C(NC(=O)Cn1cnc2ccccc2c1=O)c1ccc(Cl)cc1 (stereo unspecified)	-5
5	CCCn1cc(NCc2ccc(F)cc2)cn1	2
6	O=C(Nc1cccc(C2OC(=O)N(Cc3ccc(F)cc3)C2C(=O)O)c1)c1ccccc1 (stereo unspecified)	-4
7	COc1ccc(C(CC(=O)O)NC(=O)c2ccc(C)nc2)cc1OC (stereo unspecified)	2
8	O=C(CC1SC(=NCc2ccco2)NC1=O)Nc1ccc(OC(F)(F)F)cc1 (stereo unspecified)	-7
9	CN(C)c1ncc(-c2nccn2CCc2ccccc2Cl)cn1	-9
10	FC(F)(F)c1nc(NCC2CCCO2)nc2c1CCCCC2 (stereo unspecified)	13
11	O=C(c1cccc2nccnc12)N1CCOC(c2ccc(Cl)cc2)C1 (stereo unspecified)	1
12	Cc1cccn2c(=O)c3cc(C(=O)N4COCC4(C)C)n(C)c3nc12	-15&-5
13	COCCc1ncc(CN2CCC3(CCCN(CC4CCC4)C3)C2)cn1 (stereo unspecified)	-6
14	COc1ccc(-n2c(SCc3ccccc3C)nc3c(c2=O)SCC3)cc1	-6
15	CC(C)(C#N)NC(=O)Cc1ccc(C(F)(F)F)cc1	-3
16	Cn1nc(C(=O)O)c2c1CCN(C(=O)C1(C)CCCO1)C2 (stereo unspecified)	-3
17	CCc1cccc(CC)c1-n1c(CNC(=O)Cc2ccccc2)nnc1SCC(=O)Nc1ccc(OC)cc1	4
18	CCCCn1c(CN(C)CC)cnc1S(=O)(=O)CCCC(C)C	-9
19	CCCCn1nnnc1CS(=O)(=O)C(C)C(=O)Nc1ccc(C)cc1 (stereo unspecified)	-5
20	O=C(O)CC(C(=O)O)N1C(=O)CSC1=S (stereo unspecified)	-2
21	Cc1ccc(F)c(NC(=O)C(=O)N(C)Cc2ccccc2Br)c1	0
22	CN(C)C(=O)CN(C)C(=O)c1ccnc(OCc2ccccc2)c1	-11
23	Cc1nc(N2CCCCC2)ncc1C(=O)N1CC[C@H](O)[C@@H](O)C1	-24
24	Nc1cc(-c2ccc(Cl)c(Cl)c2)nn1-c1ccc(C(=O)Nc2ccccc2Nc2ccccc2)cc1	3
25	O=C(Nc1ccc2c(c1)CCC2)c1ccc(=O)n(Cc2ccccc2)n1	-3
26	Cc1ccsc1[C@@H]1CCN(C(=O)CN(C)Cc2cccnc2)C[C@H]1O	-18
27	CCOc1ccc(C(=O)N(C)CCOc2ccc(C)cc2Cl)o1	-8
28	Cc1ccc(Cc2nnc(NC(=O)CCc3cscn3)s2)cc1	-6
29	COc1ccc(Nc2nc(NCc3ccc4c(c3)OCO4)nc3[nH]ncc23)cc1	-4
30	CCC(O)CN1CCN(c2ccc(C3CCCC3)cc2)CC1 (stereo unspecified)	-32

# Molecules above containing a Cl atom, in the order listed:
No.	Molecule	mcGAS MS inh
2	Cn1nc(CNC(=O)C2CCCN(C(N)=O)C2)c2c(Cl)cccc21 (stereo unspecified)	-15&12
4	CC(C)C(NC(=O)Cn1cnc2ccccc2c1=O)c1ccc(Cl)cc1 (stereo unspecified)	-5
9	CN(C)c1ncc(-c2nccn2CCc2ccccc2Cl)cn1	-9
11	O=C(c1cccc2nccnc12)N1CCOC(c2ccc(Cl)cc2)C1 (stereo unspecified)	1
24	Nc1cc(-c2ccc(Cl)c(Cl)c2)nn1-c1ccc(C(=O)Nc2ccccc2Nc2ccccc2)cc1	3
27	CCOc1ccc(C(=O)N(C)CCOc2ccc(C)cc2Cl)o1	-8

# The listing continues:
No.	Molecule	mcGAS MS inh
31	Cc1ccccc1CN1CC(c2nc(-c3ccccn3)no2)CC1=O (stereo unspecified)	-7
32	OC(c1ccc(Cl)cc1)c1ccc(OC(F)F)cc1 (stereo unspecified)	-5&-3
33	O=C1C[C@H]2CC[C@@H](CN1)N2C(=O)CCc1ccsc1	-16
34	CCCCN(C)C(=O)c1sc(=O)n(Cc2ccccc2C#N)c1C	-5
35	COc1ccccc1Cn1c(C)c(C(=O)NCc2cccc(C)c2)sc1=O	-4
36	Cc1[nH]c2ccccc2c1C1=NNC(=NCc2ccc3c(c2)OCO3)SC1	-4
37	COC(=O)NC1CCN(c2ccccc2C(=O)N2CCN(C(=O)C3CCCO3)CC2)CC1 (stereo unspecified)	-5
38	CN1C(=CC=NNc2ccc([N+](=O)[O-])cc2[N+](=O)[O-])C(C)(C)c2ccccc21	-22
39	CC1CC(C)CN(CC(C)NC(=O)c2ncccn2)C1 (stereo unspecified)	-9
40	COC(=O)C(C)N(C(=O)c1cc(F)ccc1C)C1CC1 (stereo unspecified)	-1
41	O=C(c1snc2c(=O)n(Cc3ccccc3)c(=O)[nH]c12)N1CCSCC1	-14
42	CCCCCCn1c(C)c(C)n2c3c(=O)n(CC(N)=O)c(=O)n(C)c3nc12	-4
43	CC(C)(C)CN1CC(NC(=O)CCc2n[nH]c3c2CCCC3)CC1=O (stereo unspecified)	0
44	COc1ccccc1C(=O)N/N=c1\oc2c(OC)cccc2cc1-c1nc2ccccc2[nH]1	0
45	CCc1ccccc1NC(=O)CN(C)C(=O)c1ccc2c(c1)nnn2CC	-48
46	CN(C)C(Cn1c(=O)[nH]c2ccccc2c1=O)c1cccc(F)c1 (stereo unspecified)	-9
47	COc1ccccc1C(C)N(C)C(=O)CN1CC(n2cc(C)cn2)C1 (stereo unspecified)	4
48	Cc1ccc(CN(C)C(=O)c2cc3c(F)cccc3s2)o1	10
49	c1ccc(-c2ncn(CCCc3cccnc3)c2-c2cnn3cccnc23)cc1	-11
50	FC(F)(F)c1ccnc(Nc2ccn(-c3ccccc3)n2)n1	-9
51	COc1cc(-c2nnc(SCc3cn4cc(Cl)ccc4n3)o2)cc(OC)c1OC	-6
52	O=[N+]([O-])c1c(Nc2ccc(F)cc2)[nH]c2ccc(F)cc12	9
53	Cc1ccc(CC(=O)NC2CCN(C(C)C)CC2)cc1	-4
54	COC(=O)c1ccc(CSc2ncc(CO)n2CC(=O)NC2CCCC2)cc1	-12
55	O=C(c1ccc(O)cn1)N1CCCC(Nc2cccc(F)c2)C1 (stereo unspecified)	-35
56	CN(C)C(=O)c1ccc(Nc2ncc(C(F)(F)F)cc2Cl)cc1	-10
57	CC(Cc1ccccn1)N1CCN(c2nc(-c3ccccc3)nc3c2CCC3)CC1 (stereo unspecified)	-13
58	O=C(O)c1cccn(Cc2cccc(F)c2)c1=O	-1
59	CCOC(C)c1noc(CN2CCN(c3ccncc3)CC2)n1 (stereo unspecified)	7
60	COc1cc2c(cc1OC)CN(CC(O)COc1ccc(Cl)cc1)CC2 (stereo unspecified)	-19

# 3 compounds drawn at random from the list so far, as already listed:
No.	Molecule	mcGAS MS inh
49	c1ccc(-c2ncn(CCCc3cccnc3)c2-c2cnn3cccnc23)cc1	-11
48	Cc1ccc(CN(C)C(=O)c2cc3c(F)cccc3s2)o1	10
38	CN1C(=CC=NNc2ccc([N+](=O)[O-])cc2[N+](=O)[O-])C(C)(C)c2ccccc21	-22

# 3 entries out of the list, sorted by formula weight, lowest first.
No.	Molecule	mcGAS MS inh
30	CCC(O)CN1CCN(c2ccc(C3CCCC3)cc2)CC1 (stereo unspecified)	-32
41	O=C(c1snc2c(=O)n(Cc3ccccc3)c(=O)[nH]c12)N1CCSCC1	-14
44	COc1ccccc1C(=O)N/N=c1\oc2c(OC)cccc2cc1-c1nc2ccccc2[nH]1	0

# Further entries follow.
No.	Molecule	mcGAS MS inh
61	COc1ccc(C(CC(=O)NCc2cn3ccsc3n2)c2ccccc2)cc1 (stereo unspecified)	-6
62	Cc1ccnc(SCCn2c(N3CCCCCC3)nc3c2c(=O)n(C)c(=O)n3C)n1	-10
63	CC(C)(C)CN(CCCO)c1nc2ccccc2s1	-10
64	COc1cccc(CNC(=O)CCC2CCCN(C(=O)c3cccc4c(C)c(C)[nH]c34)C2)c1 (stereo unspecified)	-1
65	S=c1oc(-c2ccco2)nn1CN1CCCCC1	-12
66	Cc1ccnc2nc(C(=O)NC(C#N)CC(C)C)nn12 (stereo unspecified)	-5
67	Cc1cc(=O)oc2cc(CN(Cc3nccn3C)C3CC3)ccc12	-19
68	CN(CCc1c[nH]c2ccccc12)C(=O)c1cccnc1N1CCCC1c1cccnc1 (stereo unspecified)	-4
69	COc1ccc(OC)c(-c2nc(C(N)=O)c3[nH]c(=O)n(-c4cccc(Cl)c4)c3n2)c1	-3
70	O=C(NC(=S)NCCO)c1ccco1	-3
71	CCCCCOc1ccc(C(=O)NCCc2ccncc2)cc1OCCCCC	0
72	Cc1cccc(CNC(=O)C(C2CCCC2)N2CCN(C(=O)c3ccc(F)cc3)CC2)c1 (stereo unspecified)	-5
73	Cc1ccc(NC(=O)c2ccc(CN3CCN(C)CC3)cc2)cc1Nc1nccc(-c2cccnc2)n1	-14&3
74	Cc1ccc2[nH]c(CN(C)Cc3nnc(-c4ccccc4)o3)nc2c1C	-18
75	O=C(c1nc(N2CCCC2)nc2c1CCCC2)N1CCCCC1CCc1ccccn1 (stereo unspecified)	-19
76	COCC1CCCN(C(=O)CCC2(Cc3cc(OC)ccc3F)CCC(=O)N2)C1 (stereo unspecified)	-8
77	CCC(C)C1NC(=O)C(CCNCS(=O)(=O)O)NC(=O)C(NC(=O)C(CCNCS(=O)(=O)O)NC(=O)C(NC(=O)C(CCNCS(=O)(=O)O)NC(=O)CCCCC(C)C)C(C)O)CCNC(=O)C(C(C)O)NC(=O)C(CCNCS(=O)(=O)O)NC(=O)C(CCNCS(=O)(=O)O)NC(=O)C(C(C)CC)NC1=O (stereo unspecified)	-1&0
78	CCC(C)NC(=O)c1ccc(Cl)c([N+](=O)[O-])c1 (stereo unspecified)	-1
79	COc1ccc(-c2nn(-c3ccccc3)cc2CN2CCC(OC)CC2)c(F)c1	-9
80	c1ccc2[nH]c(-c3ccc(OCc4nc(CC5CC5)no4)cc3)nc2c1	-17
81	COC1CCC(C(=O)c2ccc3nc4c(cc3c2)CCCO4)CC1 (stereo unspecified)	-12
82	O=C(NCCc1cccs1)C1CCN(C(=O)c2ccccc2)CC1	-10
83	O=C(c1ccc(NCc2ccncc2)cc1)N1CCCC2(CCNC2)C1 (stereo unspecified)	-9
84	Cc1ccc(C)c(NC(C)C(=O)Nc2ccc(Cl)cn2)c1 (stereo unspecified)	-6
85	Cc1ccccc1CCC1CCCN(C(=O)c2cc(=O)n(C)c(=O)n2C)C1 (stereo unspecified)	-4
86	CSc1ccc(C(=O)NCc2cccnc2N2CCOCC2)cc1	-5
87	c1ccc2[nH]c(SCCSc3nc4ccccc4[nH]3)nc2c1	-10
88	COC(=O)c1ccc(-c2nc(CN3CCC4(CC3)OCCO4)cs2)cc1	-10
89	CCCCC(COC)NC(=O)C(=O)Nc1c(F)cccc1F (stereo unspecified)	-4
90	CC1Sc2nc(-c3ccccc3)cn2N=C1c1ccc(F)cc1 (stereo unspecified)	1
91	O=C1NCC(C(=O)Nc2ncc(Cc3ccc(F)cc3)s2)N1 (stereo unspecified)	4
92	CCCc1cc(C(=O)OC)c2ccccc2n1	-5
93	CCc1noc(C)c1C(=O)OCC(=O)c1cc(C)n(C2CC2)c1C	-18
94	CC1CCN(C(=O)C2CCN(Cc3c(-c4ccco4)nc4ncccn34)CC2)CC(C)(C)C1 (stereo unspecified)	-4
95	CC(C)Sc1n[nH]c(=S)s1	-4
96	Cn1c(Cn2c(=O)sc3ccccc32)nnc1SCc1ccccc1	6
97	CC(C)N1CCN(C(=O)CCc2csc(N)n2)CC1C (stereo unspecified)	-11
98	CCN1C(C(=O)c2ccccc2)=C(NC(=O)COc2ccc(C)cc2)c2ccccc2S1(=O)=O	-7
99	N#CC(C=Nc1ccc2c(c1)OCO2)c1nc(-c2ccc3c(c2)OCO3)cs1 (stereo unspecified)	-10
100	Oc1ccc(-c2noc(/C=C/c3ccc(Cl)cc3)n2)cc1	-1
101	CCc1cnc(C)nc1NCCNc1nc(C)cc(=O)[nH]1	-5
102	O=C(NCC1CC1)C1CCCN(C(=O)C2(c3ccccc3F)CC2)C1 (stereo unspecified)	-10
103	CCn1nc(C(=O)O)c2c1CCC(NCc1c(OC)cccc1OC)C2 (stereo unspecified)	-12
104	Cc1ccc2[nH]cc(CN3CCC(n4cc(CN5CCOCC5)nn4)CC3)c2c1	-4
105	C=CCn1c(=O)c2c(nc3n(-c4ccccc4Cl)c(C)cn23)n(C)c1=O	-10
106	Cc1cc(C)cc(NS(=O)(=O)CC23CCC(CC2=O)C3(C)C)c1 (stereo unspecified)	-9
107	CCCCn1c(=O)[nH][nH]c1=S	-7
108	CC(=NNC(=O)C1CCCCC1)c1ccccc1O	-20
109	CCOC(=O)C1(Cc2ccccc2C(F)(F)F)CCN(C(=O)C2CC23CCC3)CC1 (stereo unspecified)	-6
110	O=C(CSc1nnnn1C1CCCC1)N(Cc1ccccc1F)C1CC1	-2
111	CCC(C(=O)N1CCN(c2ccc3nnc(-c4ccco4)n3n2)CC1)c1ccccc1 (stereo unspecified)	-4
112	CC1=C(C)OC2=C(O1)Oc1c(cc(C#N)nc1N)C21CCSCC1	-10
113	CS(=O)(=O)N(CC(=O)OCc1ccccc1Br)c1cccc(Cl)c1	-17
114	N#CCCN(CCC#N)C(=O)C1CCCO1 (stereo unspecified)	-41
115	CC(C)(C)C(=O)NCCc1nc2ccccc2n1Cc1ccccc1	3
116	CCn1c(C2CCNCC2)nn(Cc2ccc(C(F)(F)F)nc2)c1=O	-19
117	COc1cc(C(=O)OCC(=O)NC2CCCCC2)cc2c1OCCO2	-9
118	CCSc1nnc(SCC(=O)Nc2nnc(C(C)C)o2)s1	1
119	CC(CCn1cccn1)NC(=O)Cn1nnnc1CN1CCCCCC1 (stereo unspecified)	0
120	Cc1cccc(NC(=O)Cn2ccc3ccn(Cc4ccccc4C)c3c2=O)c1	1

# Not all compounds are listed. The share of hits here may be higher or lower than overall.
